High-throughput results from PubChem.
Myeloid diff 2 – induction of myeloid progenitor differentiation, primary screen, cell-based, flow cytometry, MLPCN library; ER-HoxA9 myeloid progenitors, lysozyme-GFP differentiation; calls only at 10 µM; 360,000 compounds, 1% hits; AID 624256, 2012;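 active = normalized GFP-positive differentiation at or above the plate's own cutoff, the solvent-only control mean plus 3 SD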;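 also: cells exposed to compound for four days before flow analysis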
Myeloid diff 2 GFP+ MAC1+ % – recorded beside Myeloid diff 2, whose call it bears; GFP+ MAC1+ double positive, %; measured here: differentiation confirmed by MAC1 staining
Starred values were filed as active, the others as inactive; i = inactive; + = active, no number.

Order of values – Myeloid diff 2, Myeloid diff 2 GFP+ MAC1+ %
> C[C@H](CO)N1C[C@H](C)[C@H](CN(C)C(=O)Cc2ccccc2)OCc2cnnn2CCCC1=O
  i, 0.7
> CC(C)Oc1ccc(C(=O)NN2C(=O)NC3(CCCCC3)C2=O)cc1
  i, 0.5
> O=C(CSc1nncs1)NC1CCCCCCC1
  i, 0.8
> CCc1nc2c(OCc3ccccc3C)cccn2c1N(C)C(=O)c1ccc(C)cc1
  i, 1.0
> COc1ccc(S(=O)(=O)N2CCCC(C(=O)NCc3cccnc3)C2)cc1C (stereo not given)
  i, 0.9
> COC(=O)c1ccc(NS(=O)(=O)c2cc3c4c(c2)CCC(=O)N4CCC3)cc1
  i, 1.3
> O=C(COc1ccccc1Br)N1CCNC1=O
  i, 0.7
> COc1ccc(-c2ccc(CN3C(C(C)C)C(=O)N(Cc4cn(CC5CCCCC5)nn4)CCS3(=O)=O)cc2)cn1 (stereo not given)
  i, 0.4
> CC1CN(C(=O)CNC(=O)Cc2cccc3ccccc23)CC(C)O1 (stereo not given)
  i, 0.6
> CC(C=Cc1ccccc1)=NNS(=O)(=O)c1ccc([N+](=O)[O-])cc1
  i, 0.2
> COc1cccc(-c2cc(NC=O)c3ncc(-c4cccc(C(=O)NCCN(C)C)c4)n3c2)c1
  i, 2.0
> Cc1ccc(S(=O)(=O)CCC(=O)Nc2cc(C)on2)cc1
  i, 0.7
> CC(C)(C)N1C(=O)[C@H]2[C@@H](c3ccc(Br)cc3)N3C(=O)N(c4ccccc4)C(=O)[C@@]3(Cc3ccccc3)[C@H]2C1=O
  i, 2.2
> O=C(COC(=O)Cc1n[nH]c(=O)c2ccccc12)Nc1c(Br)cc([N+](=O)[O-])cc1Br
  i, 0.6
> COc1ccc(S(=O)(=O)N(C)C[C@H]2Oc3c(NC(=O)Nc4c(C)noc4C)cccc3C(=O)N([C@@H](C)CO)C[C@H]2C)cc1
  i, 1.6
> Cn1cccc1C(=O)OCC(=O)N1CCc2ccccc2C1
  i, 0.3
> O=C1NC[C@@H](CCCCN2CCN(CCc3ccc(O)cc3)C(=O)C2=O)N(CC2CCCCC2)C1=O
  i, 0.5
> CCCCN(C)C(=O)c1sc(=O)n(Cc2ccc(Cl)c(Cl)c2)c1C
  i, 3.8
> COC(=O)C1CCN(C(=O)COC(=O)c2oc3ccccc3c2C)CC1
  i, 0.5
> CC(=O)Nc1cccc(-c2ccnc3c2CC(C)(C(=O)Nc2ccc(Cl)c(C(F)(F)F)c2)O3)c1 (stereo not given)
  i, 0.4
> CCN1CCN(c2ccc(S(=O)(=O)N3CCOCC3)cc2NC(=O)c2ccc(Cl)cc2Cl)CC1
  i, 0.4
> CCOC(=O)C1CCCN(C(=O)c2sc3nc4n(c(=O)c3c2C)CCC4)C1 (stereo not given)
  i, 0.8
> CCOc1ccc2nc(SCC(=O)Nc3ccc4[nH]c(=O)[nH]c4c3)[nH]c2c1
  i, 0.7
> COCCN1C[C@@H](CO)O[C@@H](n2cnc3c(NCCCO)ncnc32)C1
  i, 0.9
> CC(C)CC1C(=O)N(Cc2cn(CCC3OCCO3)nn2)CCS(=O)(=O)N1Cc1ccc(-c2cccc(N(C)C)c2)cc1 (stereo not given)
  i, 1.0
> C[C@@H]1CN([C@H](C)CO)C(=O)CCCn2nncc2CO[C@H]1CN(C)Cc1cccnc1
  i, 0.5
> O=C1CCC/C=C/C[C@@H](CC(=O)N(CCO)Cc2ccccc2)C(=O)NC[C@H](c2ccccc2)O1
  i, 1.4
> COc1ccc(CC(=O)OCC(=O)Nc2ccc3[nH]c(=O)[nH]c3c2)cc1OC
  i, 0.7
> CCOC(=O)C1=C(C(=O)OCC)N(CC2CCCCC2)CCC1=O
  i, 0.0
> CN(CC(=O)NC1(C)CCS(=O)(=O)C1)S(=O)(=O)c1ccc(Cl)cc1 (stereo not given)
  i, 0.6

Quoted from the listing:
Entry for COc1ccc(CC(=O)OCC(=O)Nc2ccc3[nH]c(=O)[nH]c3c2)cc1OC under Myeloid diff 2 GFP+ MAC1+ %: 0.7
Entry for CC(C)CC1C(=O)N(Cc2cn(CCC3OCCO3)nn2)CCS(=O)(=O)N1Cc1ccc(-c2cccc(N(C)C)c2)cc1 (stereo not given) under Myeloid diff 2 GFP+ MAC1+ %: 1.0
Entry for C[C@@H]1CN([C@H](C)CO)C(=O)CCCn2nncc2CO[C@H]1CN(C)Cc1cccnc1 under Myeloid diff 2 GFP+ MAC1+ %: 0.5
Entry for CCOc1ccc2nc(SCC(=O)Nc3ccc4[nH]c(=O)[nH]c4c3)[nH]c2c1 under Myeloid diff 2 GFP+ MAC1+ %: 0.7
Entry for O=C1CCC/C=C/C[C@@H](CC(=O)N(CCO)Cc2ccccc2)C(=O)NC[C@H](c2ccccc2)O1 under Myeloid diff 2 GFP+ MAC1+ %: 1.4
Entry for CCOC(=O)C1CCCN(C(=O)c2sc3nc4n(c(=O)c3c2C)CCC4)C1 (stereo not given) under Myeloid diff 2 GFP+ MAC1+ %: 0.8
Entry for CCN1CCN(c2ccc(S(=O)(=O)N3CCOCC3)cc2NC(=O)c2ccc(Cl)cc2Cl)CC1 under Myeloid diff 2 GFP+ MAC1+ %: 0.4

Other entries
Order of values – Myeloid diff 2, Myeloid diff 2 GFP+ MAC1+ %
> Cn1c(=O)n(CC(=O)Nc2cccnc2)c2ccccc21
  i, 8.3
> CN(C(=O)c1cccc(NC(=O)Cc2ccc(NC(=O)C3CCN(S(=O)(=O)c4cccc([N+](=O)[O-])c4)CC3)cc2)c1)C1CCCC1
  i, 0.4
> Cc1cc(NC(=O)C(Cl)Cl)cc2c1OCO2
  i, 0.7
> O=C(O)c1cccnc1C(=O)O
  i, 1.9
> COc1ccc(CC(=O)Nc2nc(C)cs2)cc1S(=O)(=O)N1CCOCC1
  i, 1.7
> COc1cccc(CNC(=O)C2CCN(S(=O)(=O)c3ccc4c(c3)C(C)(C)C(=O)N4C)CC2)c1
  i, 3.9
> O=c1[nH]c(=S)[nH]c2c1C(c1ccc(F)cc1)OC(CCc1ccccc1)C2 (stereo not given)
  i, 1.0
> Cc1ccc(Cc2c(C(C)(C)C)nc3cc(C)c(Br)c(C)n23)cc1
  i, 0.8
> CCC(=O)OC1(C)C(=O)C=C2C=C(c3ccc(C#N)cc3)OC=C2C1=O (stereo not given)
  i, 1.9
> COc1ccc(Cl)cc1-c1nc(SCC(=O)NC2CCS(=O)(=O)C2)n[nH]1 (stereo not given)
  i, 0.4
> O=C(O)C1=CC[C@@H](c2ccc(Cl)cc2)N(S(=O)(=O)c2ccc(Cl)cc2)[C@H]1c1ccc(Br)cc1
  i, 0.6
> CCCCN(C(=O)c1c(CC)noc1C)c1c(N)n(CCCC)c(=O)[nH]c1=O
  i, 1.4
> CC1CC(=O)Nc2ccccc2N1C(=O)Cn1cnc2ccccc2c1=O (stereo not given)
  i, 1.2
> O=c1cc(-c2ccccc2)cc(-c2ccccc2)n1CCCO
  i, 0.8
> COc1cc(/C=C/C(=O)OCC(=O)NC(=O)C2COc3ccccc3O2)ccc1OC(F)F (stereo not given)
  i, 0.5
> COc1ccc(OC)c(-c2csc(NC(=O)CSc3nnnn3C)n2)c1
  i, 0.6
> N=c1n(CC(=O)c2ccc(Br)cc2)c2ccccc2n1Cc1ccccc1
  i, 0.8
> COc1cccc(NC(=O)CN(C)C(=O)c2cc(Cl)nc3ccccc23)c1
  i, 1.6
> COc1ccc(Nc2ccc3ccccc3c2)cc1
  i, 0.5
> COc1cc2ccc(CC(=O)O)cc2cc1OC
  i, 0.9

Some of these compounds in order of the Myeloid diff 2 GFP+ MAC1+ % value, descending.
| SMILES | Myeloid diff 2 GFP+ MAC1+ % |
| --- | --- |
| COc1cccc(NC(=O)CN(C)C(=O)c2cc(Cl)nc3ccccc23)c1 | 1.6 |
| CC1CC(=O)Nc2ccccc2N1C(=O)Cn1cnc2ccccc2c1=O (stereo not given) | 1.2 |
| O=C(O)C1=CC[C@@H](c2ccc(Cl)cc2)N(S(=O)(=O)c2ccc(Cl)cc2)[C@H]1c1ccc(Br)cc1 | 0.6 |

Further structures follow:
Order of values – Myeloid diff 2, Myeloid diff 2 GFP+ MAC1+ %
> CCOC(=O)[C@H]1[C@H]2COc3ccc(Br)cc3[C@@H]2N2C(=O)CN(Cc3ccc(C)cc3)C(=O)[C@@]12C
  i, 0.9
> O=C(c1ccccc1)C1CC1c1ccccc1 (stereo not given)
  i, 0.4
> Cc1cc(NC(=O)CN2C(=O)NC(C)(c3ccccc3Cl)C2=O)no1 (stereo not given)
  i, 0.5
> CN(C)C(=O)c1cccc(-c2cnc3c(NC=O)cc(-c4ccc(F)cc4)cn23)c1
  i, 1.2
> O=C(Cc1ccc(F)cc1)N[C@@H]1c2ccccc2CC[C@@H]1OCc1ccccc1
  i, 1.0
> CC(=O)c1c(O)cc(=O)oc1-c1ccc(C)cc1
  i, 0.3
> CC(C)S(=O)(=O)N1CCCC(c2cc(C(=O)NCc3ccccc3)no2)C1 (stereo not given)
  i, 0.8
> COc1cccc(C#Cc2ccc3c(c2)O[C@H](CN(C)S(=O)(=O)c2ccccc2F)[C@H](C)CN([C@H](C)CO)S3(=O)=O)c1
  i, 1.0
> O=C(Cn1sc2ccccc2c1=O)Nc1ccccc1
  +, 0.8*
> COc1cccc(CN2C(=O)[C@H]3Cc4c([nH]c5ccccc45)C(C)(C)N3C2=O)c1
  i, 1.7
> CCOC(=O)CCCCCC(=O)Nc1ccc2c(c1)C(=O)N([C@H](C)CO)C[C@H](C)[C@@H](CN(C)C(=O)Nc1ccccc1)OCCCC[C@@H](C)O2
  i, 0.4
> CC(NC(=O)c1cccc(S(=O)(=O)N2CCCCCC2)c1)c1ccccc1 (stereo not given)
  i, 0.8
> COc1ccc(NC(=O)CN2C(=O)NC(C)(c3ccc(C)cc3)C2=O)cn1 (stereo not given)
  i, 0.8
> N#CCc1c(C#N)c(N)nc(N2CCCC2)c1C#N
  i, 0.9
> CC(=O)CC1N(S(=O)(=O)c2ccc(C)cc2)c2ccccc2N1S(=O)(=O)c1ccc(C)cc1
  i, 3.7
> CCN(CC(=O)Nc1ccc(NC(C)=O)cc1)C(=O)c1ccc(NC2CC2)c([N+](=O)[O-])c1
  i, 1.1
> CC(N)c1csc(Nc2ccc(C(=O)c3ccccc3)cc2)n1 (stereo not given)
  i, 3.8
> CC(C)(C)c1ccc(NC(=O)COC(=O)c2ccc(CN3CCCC3=O)cc2)cc1
  i, 0.7
> O=C1CCc2cc(S(=O)(=O)Nc3ccc(C(F)(F)F)cc3)cc3c2N1CC3
  i, 1.0
> CCc1nc2ccc(C(=O)NCc3ccccc3OC)cn2c1N(C)Cc1ccc(N(C)C)cc1
  i, 1.1
> COc1ccc(-c2ccc3nnc(SCC(=O)Nc4ccc(NC(C)=O)cc4)n3n2)cc1
  i, 0.6
> O=C(CNc1cccc(S(=O)(=O)N2CCCC2)c1)Nc1cccc(Br)c1
  i, 0.6
> Cc1ccc(C(=O)CCC(=O)CCC(=O)O)cc1
  i, 6.5
> CC(=O)Nc1ccc(-c2ccnc3c2CC(C)(C(=O)NCc2ccc(F)c(F)c2)O3)cc1 (stereo not given)
  i, 1.7
> CC[C@]12c3[nH]c4ccc(OC)cc4c3CCN1C(=O)C(CC(=O)NCc1ccco1)C[C@@H]2C(=O)N1CCN(C(=O)C2CC2)CC1 (stereo not given in full)
  i, 0.4
> Cn1c(SCC(=O)NCC2COc3ccccc3O2)nnc1C(F)(F)F (stereo not given)
  i, 1.4
> COc1ccc(NC(=O)CN(C)C(=O)c2cc3c(s2)CCC3)cc1
  i, 0.8
> Cc1ccc(NC(=O)C2(C)CCN2C(=O)C2CCCCC2)cc1C (stereo not given)
  i, 0.8
> CCOC(=O)C1(c2ccccc2)SC(C(=O)OCC)(c2ccccc2)S1 (stereo not given)
  i, 0.4
> c1cncc(-c2ccc3ncnc(NCc4ccc5c(c4)OCO5)c3c2)c1
  i, 0.2
> COCc1cn(CC[C@@H]2CC[C@@H](NC(=O)Nc3ccc4c(c3)OCO4)[C@@H](CO)O2)nn1
  i, 1.2
> CC(=O)NC(CC(=O)Nc1ccc(S(=O)(=O)Nc2nccs2)cc1)c1ccccc1 (stereo not given)
  i, 1.3
> CN(Cc1cccs1)C(=O)C1CCN(S(=O)(=O)c2ccccc2)CC1
  i, 0.8
> FC(F)C(F)(F)Oc1cccc(-c2n[nH]c(=S)n2Cc2ccccc2)c1
  i, 1.0
> O=C(NCc1ccncc1)C1CCN(S(=O)(=O)c2ccc(Cl)c(C(F)(F)F)c2)CC1
  i, 0.6
> CN(C)C(=O)CCc1ccc2c3c([nH]c2c1)[C@]1(C)[C@@H](C(=O)N2CCOCC2)C[C@H](CC(=O)NCc2ccco2)C(=O)N1CC3
  i, 0.5
> COc1ccc(-c2csc(C(C)(O)c3cccnc3)n2)cc1 (stereo not given)
  i, 1.4
> CSc1ncnc2c1ncn2CCCNCc1ccc2c(c1)OCO2
  i, 0.8
> COc1ccc(C(=O)NC(C(=O)N2CCN(C/C=C/c3ccccc3)CC2)C(C)C)cc1 (stereo not given)
  i, 0.6
> COc1ccc(C(O)c2ncc(-c3cccc(F)c3)[nH]2)cc1F (stereo not given)
  i, 1.2
> O=C(/C=C/[C@H]1O[C@@H](n2cnc3c(NC(=O)c4ccccc4)ncnc32)[C@H](O)[C@@H]1O)NCc1cccs1
  i, 0.2
> CC(=O)c1sc(NC(=O)CS(=O)(=O)c2ccccc2)nc1-c1ccccc1
  i, 0.7
> CCOC(=O)c1ccc(NC(=O)CN2C(=O)NC3(CCCCCCC3)C2=O)cc1
  i, 1.1
> CCN(C(=O)COC(=O)COc1ccc(Cl)c(C)c1)C1CCS(=O)(=O)C1 (stereo not given)
  i, 0.3
> COc1cc(C(=O)OCC(=O)Nc2ccc(S(=O)(=O)N3CCCC3)cc2)cc(OC)c1OC
  i, 1.4
> Cc1cccc(C)c1NC(=O)CN(C)C(=O)C1CC1C (stereo not given)
  i, 0.3
> COc1ccc(C2=C3C(=O)OCC3Cc3ncn(Cc4ccccc4)c32)cc1 (stereo not given)
  i, 0.1
> O=S(=O)(NC1C2CC3CC(C2)CC1C3)c1ccc(F)cc1 (stereo not given)
  i, 0.4
> COc1cccc(-c2ccc3c(c2)N(Cc2ccc(F)cc2)C(=O)C(C)S3)c1 (stereo not given)
  i, 1.0
> COCCn1c(SCC(=O)NC2CCCC(C)C2C)nc2ccccc2c1=O (stereo not given)
  i, 0.7

This is a subset; the hit share may differ from the screen's.
